# ABHD5-PLIN5 inh – ABHD5-PLIN5 interaction inhibitors, primary screen, cell lysate, split luciferase complementation, luminescence | AID 602281, 2012 | 360,000 tested, 0.78% active | Split G. princeps luciferase complementation, 4 h | inhibition, % at 4 µM | Perilipin-5 (Homo sapiens) + 1-acylglycerol-3-phosphate O-acyltransferase ABHD5 (Homo …;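 active means inhibition above the mean inhibition across every tested compound plus 3 SD, cut at about 22% in these data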;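 further: 0% = DMSO only wells and the 100% control is not disclosed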
# Target sequence (Q00G26 whole entry, looked up): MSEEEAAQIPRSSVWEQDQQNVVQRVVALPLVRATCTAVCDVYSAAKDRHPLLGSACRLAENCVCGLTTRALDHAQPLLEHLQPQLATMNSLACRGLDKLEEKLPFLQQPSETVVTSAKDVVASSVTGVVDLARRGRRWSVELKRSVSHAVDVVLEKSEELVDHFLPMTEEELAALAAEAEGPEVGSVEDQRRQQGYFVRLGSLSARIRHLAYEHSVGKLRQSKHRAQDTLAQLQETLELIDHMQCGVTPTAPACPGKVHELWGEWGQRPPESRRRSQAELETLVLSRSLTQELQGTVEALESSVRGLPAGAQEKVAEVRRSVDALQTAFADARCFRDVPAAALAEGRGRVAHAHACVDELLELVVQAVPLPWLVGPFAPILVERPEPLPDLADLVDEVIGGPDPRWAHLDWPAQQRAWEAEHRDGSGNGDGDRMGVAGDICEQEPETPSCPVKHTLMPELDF
# Target sequence (Q8WTS1 whole entry, looked up): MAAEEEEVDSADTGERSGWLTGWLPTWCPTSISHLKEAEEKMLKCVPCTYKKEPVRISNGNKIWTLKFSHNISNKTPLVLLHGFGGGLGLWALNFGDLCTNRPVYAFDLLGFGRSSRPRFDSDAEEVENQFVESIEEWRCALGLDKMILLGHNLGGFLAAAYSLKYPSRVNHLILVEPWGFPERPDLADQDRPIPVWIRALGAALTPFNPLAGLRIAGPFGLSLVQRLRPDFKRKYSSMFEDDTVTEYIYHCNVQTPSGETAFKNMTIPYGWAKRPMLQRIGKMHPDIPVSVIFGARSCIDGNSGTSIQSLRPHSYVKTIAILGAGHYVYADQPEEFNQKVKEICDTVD
# H9c2 protect – cardioprotection against H2O2-induced cell death, primary screen, uHTS, H9c2 cells, ATPLite luminescence; protection from H2O2 cell death, % at 20 µM; 360,000 tested, 0.63% active; AID 588492, 2011; H9c2 cardiomyocytes, H2O2 injury protection, 2 h;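 active means compounds giving at least 50% protection of heart cells from peroxide-induced death in the single-dose screen, raw or plate-pattern-corrected value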;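 further: 0% = DMSO wells with peroxide and 100% = DMSO wells without peroxide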
# Glyco luc inh – increase of ERlucT glycosylation luciferase signal, primary screen, N-linked glycosylation inhibitor project, D54 ERlucT cells, luminescence, set 2; reporter increase, % at 12.5 µM; 360,000 tested, 0.23% active; D54 ERlucT glycosylation luciferase reporter, 24 h; percent of 100 nM tunicamycin response;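 active means mean luciferase reporter signal, scaled so untreated is 0 and the glycosylation-blocking control 100, at or above a set limit in every replicate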;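 further: luciferase carries N-glycosylation sites so blocking glycosylation raises the light; 0% = median of neutral control wells and 100% = median of 100 nM tunicamycin wells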
# NOD2-RIPK2 inh – NOD2-RIPK2 binding disruptors in cells, primary screen, fluorescence, CHO cells, BLA complementation; inhibition, % at 4.98 µM; AID 624267, 2012; Receptor-interacting serine/threonine-protein kinase 2 (Homo sapiens), O43353; CCF4 ratio; 360,000 tested, 0.38% active; in the data active means inhibition above about 21%;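 further: 0% = vehicle only and 100% = reference blocker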
# HTR2A ag – mouse Htr2a agonists via beta-arrestin recruitment, primary screen, cell-based, luminescence; activation, % at 7.6 µM; 360,000 tested, 0.66% active; CHO-K1 mHTR2A beta-arrestin complementation; percent of 30 µM serotonin response;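 active means activation above a run cutoff, the mean activation of all tested compounds plus 3 SD, cut at about 14% in these data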;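 further: 0% = plate median of compound wells and 100% = 30 µM serotonin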
# TLR9-MyD88 inh – inhibitors of TLR9-MyD88 association in cells, primary screen, cell-based, CHO, BLA complementation, fluorescence. Toll-like receptor 9 (Homo sapiens) + Myeloid differentiation primary response protein …. CCF4 FRET ratio. inhibition, % at 4.98 µM. 340,000 tested, 0.21% active. AID 504734, 2011;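 active means inhibition above the mean over all tested compounds plus 3 SD, cut at about 21% in these data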;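 further: 0% = DMSO only wells and 100% = clavulanate BLA inhibitor control wells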
# ABCB6 inh 2 – ABCB6 transporter inhibitors, primary screen, K562-ABCB6 cells, flow cytometry, MLPCN library; ATP-binding cassette sub-family B member 6 (Homo sapiens), Q9NP58; K562-ABCB6 porphyrin accumulation, 1 h; stronger effect = lower value; fluorescence ratio to DMSO, % at 10 µM; 360,000 tested, 0.19% active; AID 602162, 2011;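 active means fluorescence ratio to DMSO below 75%, the collection mean minus 3 SD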;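 further: signal is porphyrin accumulated inside mitochondria; 100% equals median channel fluorescence of DMSO control wells; lower ratio means ABCB6 inhibition with less porphyrin fluorescence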
# MC4R antag cAMP – MC4R antagonists of cAMP signaling, primary screen, cell-based, TR-FRET, antagonist arm of biased-ligand search. Melanocortin receptor 4 (Homo sapiens), P32245. MC4R-expressing cells, MTII-stimulated cAMP, LANCE TR-FRET. inhibition, % at 6.5 µM. 360,000 tested, 0.48% active;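 active means inhibition above its plate's cutoff, the mean of tested wells on that plate plus 3 SD, cut at about 29% in these data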;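 further: 0% = Melanotan II alone and 100% = Melanotan II plus saturating MCL0020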
#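 Material: human MC4R-expressing U2OS cells. Probe or stimulus: Melanotan II challenge. Dosing: 6.5 µM single dose. Times: 30-min compound, 1-h challenge, 1-h detection, room temperature. Technique: TR-FRET with Eu-cAMP and labeled anti-cAMP, 671 nm. Replication: singlicate.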
# NCOA2 inhibitor – inhibition of GAL4-SRC2 driven luciferase reporter, primary screen, SRC2 inhibitor project, cell-based, luminescence; Nuclear receptor coactivator 2 (Homo sapiens), Q15596; inhibition, % at 9 µM; HEK293 GAL4-SRC2 luciferase reporter; 370,000 tested, 0.17% active;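 active means inhibition above the mean inhibition of all tested compounds plus 3 SD, set per campaign, cut at about 52% in these data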;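 further: 0% = DMSO treated cells and 100% = cells given Gossypol at 36 µM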
# MC4R barr agon – MC4R agonists recruiting beta-arrestin, primary screen, cell-based, luminescence, agonist arm of biased-ligand search; activation, % at 8.9 µM; 360,000 tested, 0.98% active; Melanocortin receptor 4 (Homo sapiens), P32245; AID 540308, 2011; U2OS MC4R beta-arrestin complementation; percent of melanotan II response, DMSO zero;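 active means activation above a per-plate cutoff, the mean activation of sample wells on that plate plus 3 SD, cut at about 8% in these data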
# The depositor's hits bear a star; . = no result given.
SMILES,ABHD5-PLIN5 inh,H9c2 protect,Glyco luc inh,NOD2-RIPK2 inh,HTR2A ag,TLR9-MyD88 inh,ABCB6 inh 2,MC4R antag cAMP,NCOA2 inhibitor,MC4R barr agon
OC(c1ccc(F)cc1)c1nc(/C=C/c2ccccc2)cs1 (stereo not given),-8,-25,0,3,-4,.,61*,-6,-79,3.1
c1ccc(OCCCCn2cnc3ccccc32)cc1,-10,-16,-2,-2,-6,1,101,-2,14,-1.3
COc1ccc(C(C(=O)NCC2CCCO2)N(Cc2cccs2)C(=O)c2snc(C(N)=O)c2N)cc1 (stereo not given),-3,44,-6,-17,4,0,97,8,12,1.8
Cc1csc(NC(=O)CSc2nc3[nH]c(=O)cc(O)c3s2)n1,-3,48,-8,0,-1,13,98,-12,-3,-0.9
c1ccc(-c2cnn3c(-c4ccccc4)c(-c4ccccc4)nc3n2)cc1,7,-1,0,9,0,23*,855,-2,12,-0.3
Cc1ccc(/C(O)=C2/C(=O)C(=O)N(CCN3CCOCC3)C2c2ccccn2)cc1 (stereo not given),3,1,2,-11,-2,8,95,5,-68,-1.5
CCOP1(=O)C=C(C(C)(C)C)OC1c1ccc(F)cc1 (stereo not given),-3,8,-1,-8,-1,3,98,-2,-4,0.0
CCOc1ccccc1OCC(=O)OCc1csc(CC(=O)Nc2ccccc2C)n1,3,5,3,6,2,-4,85,-6,-47,-1.8
CCc1noc(C)c1C(=O)Nc1nc(-c2ccc(OC)c(OC)c2)cs1,-3,18,0,2,-4,0,93,10,15,-2.0
COC(=O)c1cc(CNC(=O)c2ccc(S(=O)(=O)N(C)c3ccccc3)cc2)ccc1OC,-10,0,-2,-3,-2,-3,86,0,5,-0.2
Cc1ccc(F)cc1-c1nc(NC(C)C)nc2cc(-c3ccccc3)sc12,-10,-13,2,3,-1,.,102,-6,2,-1.2
CCS(=O)(=O)Nc1cccc(-c2cc(-c3ccccc3)c3cc(C)ccc3n2)c1,-9,16,-4,-14,8,-11,94,-3,-11,8.9*
N#Cc1ccc(-c2ccccc2)nc1Sc1ccc(F)cc1,-6,-8,1,-2,-5,4,95,7,-14,3.1
Cc1ccc(C)c(NC(=O)c2ccccn2)c1,-10,-4,4,-8,5,-2,110,-8,-17,-0.4
CCCCN(CCCC)C(=S)NC(=O)c1ccccc1Cl,2,6,0,1,-2,-8,100,3,-15,-0.4
CC1CCN(S(=O)(=O)c2cccc(C(=O)O)c2)CC1,-2,9,1,-8,-1,11,100,-4,9,1.2
COc1ccccc1N(O)C1CC(=O)N(c2ccc(F)cc2)C1=O (stereo not given),-2,0,2,5,0,-15,100,5,-3,0.0
O=C(Nc1ccc(Cl)cc1)N1CCc2ccccc2C1,0,-10,-1,-7,-6,-1,106,22,-71,-1.7
COc1ccc(OCC(O)CN2CCN(c3ccccc3)CC2)cc1 (stereo not given),0,3,1,-12,7,-5,98,15,-6,-1.8
CC(C)(C)NC(=O)CSc1ccc(S(=O)(=O)N2CCOCC2)cn1,2,-2,-1,6,12,-9,103,3,-24,-1.1
CCc1nnc(NC(=O)CCC(=O)NC2CCCCC2)s1,-2,25,1,-8,-1,7,114,1,18,-1.9
COc1cc(C(=O)N[C@H](C(=O)Nc2nnc(C3CC3)s2)C(C)C)cc(OC)c1OC,-1,-2,5,0,0,-11,97,19,0,-0.8
COc1cccc(CN(CC(=O)NCc2ccc(F)cc2)C(=O)c2ccco2)c1,-1,-1,0,-8,3,2,101,2,-10,-0.7
NNC(=O)CN1CCCc2ccccc21,2,-6,-15,9,1,6,102,1,-52,-2.4
Nc1cc(C(=O)N2CCN(c3cccc(Cl)c3)CC2)ccc1N1CC2CC(C1)c1cccc(=O)n1C2 (stereo not given),9,-8,-2,-11,2,-6,104,12,2,-1.2
CC(C)(C)NC(=O)COc1ccc(CNc2ncn[nH]2)cc1,-6,0,2,2,-3,-3,93,-4,4,-1.3
O=C(CCCOc1ccccc1)Nc1ccc(Br)cc1,-5,4,4,6,0,-11,99,6,-6,8.6*
O=[N+]([O-])c1ccc(/C=N/n2c(C3CCCCC3)n[nH]c2=S)cc1,-6,-9,2,-8,2,4,96,9,-5,0.2
COC(=O)C(Cc1c[nH]c2ccccc12)NC(=O)c1cccc(S(=O)(=O)N2CCCCC2)c1 (stereo not given),-7,5,0,0,-2,12,89,24,11,-1.9
COc1ccc(/C=C/C(=O)c2ccccc2)cc1COc1ccccc1F,20,-12,24,-9,-1,-8,95,7,12,0.6
CNC(=O)N(O)C1N(/N=C/c2cccnc2)C(=S)SC1(C)C (stereo not given),-3,-2,1,5,4,-7,88,-4,-41,0.2
Cc1ccc(C(=O)NNC(=S)NC(=O)c2ccc(Cl)cc2)cc1,-8,18,6,-3,-12,-10,98,3,-28,-7.5
COc1ccc(C(=O)COC(=O)CCn2nnc(-c3cccc(O)c3OC)n2)cc1,-4,2,0,-3,-3,-4,96,-2,-1,3.5
COCCNC(=O)/C(C#N)=C\c1ccc(CNS(=O)(=O)c2ccc(C)cc2)o1,6,6,2,-6,-2,7,99,6,-13,-2.8
O=C(NNS(=O)(=O)c1ccc(Cl)cc1)c1cc(-c2ccccc2)n[nH]1,1,-6,0,2,-1,4,100,12,7,-0.7
C/C(=N\OCC(=O)N/N=C/c1ccccc1O)c1cccs1,5,46,-1,4,1,-14,90,2,3,-0.6
Cc1cc(NS(=O)(=O)c2ccc(NC(=S)NC(=O)c3ccc(C(C)(C)C)cc3)cc2)no1,-4,-9,4,-3,0,-9,97,13,-56,-1.1
CCn1c(SCC(=O)Nc2ccc3[nH]c(=O)[nH]c3c2)nc2ccccc21,-6,8,2,-2,-11,0,102,7,-13,-1.8
O=C(Nc1cc(S(=O)(=O)N2CCCCC2)ccc1Cl)c1ccccc1NS(=O)(=O)c1ccc(F)cc1,-4,-17,-6,-12,-9,-10,101,31*,33,3.3
COC(=O)Nc1nc2ccc(Sc3ccccc3)cc2[nH]1,7,6,9,2,1,5,102,-26,-6,-0.4
Cc1cccc(/C=N/NC(=O)c2cc(C)nc3ccccc23)n1,3,23,7,4,-6,0,102,0,2,-3.9
CCCCNC(=O)C1CCCN(S(=O)(=O)c2ccc(S(=O)(=O)NCC(C)C)cc2)C1 (stereo not given),-7,-6,0,-8,1,1,100,1,-4,-1.6
CC(=O)Nc1nc(-c2ccc(Cl)cc2)nc(C)c1C(C)=O,-2,-3,1,-5,-2,2,93,-1,-18,-0.7
O=C(Nc1cnn(C23CC4CC(CC(C4)C2)C3)c1)c1cnn2c(C(F)(F)F)cc(-c3ccco3)nc12,3,32,-15,7,-1,-3,89,-7,3,1.8
CNC(=S)Nc1ccc(Br)cc1,0,4,2,-2,2,2,88,0,-20,0.1
O=C(Nc1ccc(OC(F)F)c(Cl)c1)Nc1ccc2c(c1)OCO2,-15,-8,-7,10,-1,14,93,0,-31,2.6
O=S(=O)(c1ccc(F)cc1)N1CCN(CC(O)COCc2ccccc2)CC1 (stereo not given),-3,10,-1,-2,2,-9,92,2,8,-1.0
COc1ccc(-c2ccc(CO)o2)cc1N,3,-3,-2,-4,0,3,95,-4,-12,-3.6
COC(=O)c1ccccc1NC(=O)N1CCN(c2ccc(F)cc2)CC1,-4,11,2,-4,-4,-3,98,4,14,-1.0
COc1ccc(CN(C)C(=O)c2ccc(NC(=O)CC3SC(N4CCCC4)=NC3=O)cc2)c(OC)c1 (stereo not given),0,2,1,4,3,8,93,2,-1,-1.8
CC(C)c1cc(Cn2c3ccccc3c(=O)n2C(C)Cn2cc(-c3ccc(C(C)(C)C)cc3)nn2)on1 (stereo not given),3,.,.,-7,2,.,.,.,-18,.

# Exported with values under each structure: part of the list above
# Sequence of screens – ABHD5-PLIN5 inh	H9c2 protect	Glyco luc inh	NOD2-RIPK2 inh	HTR2A ag	TLR9-MyD88 inh	ABCB6 inh 2	MC4R antag cAMP	NCOA2 inhibitor	MC4R barr agon
Cc1cc(NS(=O)(=O)c2ccc(NC(=S)NC(=O)c3ccc(C(C)(C)C)cc3)cc2)no1
→ -4	-9	4	-3	0	-9	97	13	-56	-1.1
CCn1c(SCC(=O)Nc2ccc3[nH]c(=O)[nH]c3c2)nc2ccccc21
→ -6	8	2	-2	-11	0	102	7	-13	-1.8
O=C(Nc1cc(S(=O)(=O)N2CCCCC2)ccc1Cl)c1ccccc1NS(=O)(=O)c1ccc(F)cc1
→ -4	-17	-6	-12	-9	-10	101	31*	33	3.3
COC(=O)Nc1nc2ccc(Sc3ccccc3)cc2[nH]1
→ 7	6	9	2	1	5	102	-26	-6	-0.4
Cc1cccc(/C=N/NC(=O)c2cc(C)nc3ccccc23)n1
→ 3	23	7	4	-6	0	102	0	2	-3.9
CCCCNC(=O)C1CCCN(S(=O)(=O)c2ccc(S(=O)(=O)NCC(C)C)cc2)C1 (stereo not given)
→ -7	-6	0	-8	1	1	100	1	-4	-1.6
CC(=O)Nc1nc(-c2ccc(Cl)cc2)nc(C)c1C(C)=O
→ -2	-3	1	-5	-2	2	93	-1	-18	-0.7
O=C(Nc1cnn(C23CC4CC(CC(C4)C2)C3)c1)c1cnn2c(C(F)(F)F)cc(-c3ccco3)nc12
→ 3	32	-15	7	-1	-3	89	-7	3	1.8
CNC(=S)Nc1ccc(Br)cc1
→ 0	4	2	-2	2	2	88	0	-20	0.1
O=C(Nc1ccc(OC(F)F)c(Cl)c1)Nc1ccc2c(c1)OCO2
→ -15	-8	-7	10	-1	14	93	0	-31	2.6
O=S(=O)(c1ccc(F)cc1)N1CCN(CC(O)COCc2ccccc2)CC1 (stereo not given)
→ -3	10	-1	-2	2	-9	92	2	8	-1.0
COc1ccc(-c2ccc(CO)o2)cc1N
→ 3	-3	-2	-4	0	3	95	-4	-12	-3.6

# Source: PubChem

# An excerpt; count on the stated rates, not on these rows.
